Assay outcomes deposited in PubChem BioAssay by several laboratories.
PG9 Ab binder = PG9 antibody binding by small molecule. TR-FRET gp120-PG9 antibody binding. inhibition, % at 6.7 µM. 360,000 tested, 0.43% active. AID 624416; in the data active = inhibition above about 8.5%
HTRA1 inhibitor = inhibitors of human serine peptidase HTRA1; recombinant HTRA1, FP-rhodamine activity-based probe, fluorescence polarization; inhibition, % at 5.96 µM; 340,000 tested, 0.5% active; in the data active = inhibition above about 36%;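 note: 0% = enzyme with DMSO and 100% = wells lacking enzyme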
Rev-erbA mod = modulators of human Rev-erb alpha DNA binding | activity, % at 10 µM | Rev-erbα–FITC-DNA binding, fluorescence polarization, 90 min | 370,000 tested, 0.79% active;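 active = activity above about 14%, limit read from the data; passing the limit was not always enough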;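 note: 0% = DMSO wells with 35 nM protein and 100% = DMSO wells with 750 nM protein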
PRMT1 inh = blocks human protein arginine methyltransferase 1. recombinant PRMT1, activity-based probe fluorescence polarization. inhibition, % at 2.79 µM. 370,000 tested, 1.3% active. AID 652257;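 active = inhibition above about 21% made by adding two undisclosed values, limit read from the data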
UHRF1 MBD2 ctr = blocks human UHRF1 binding to methylated DNA; 370,000 tested, 0.75% active; inhibition, % at 4.4 µM; UHRF1 binding to methylated oligo, TR-FRET; Q96T88; AID 687016; in the data active = inhibition above about 21%;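 note: UHRF1 SRA domain binding a hemimethylated CpG hairpin DNA probe; 0% = median of test compound wells and 100% = reference inhibitor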
Target sequence (Q96T88 whole entry, looked up, the tested form may be a part): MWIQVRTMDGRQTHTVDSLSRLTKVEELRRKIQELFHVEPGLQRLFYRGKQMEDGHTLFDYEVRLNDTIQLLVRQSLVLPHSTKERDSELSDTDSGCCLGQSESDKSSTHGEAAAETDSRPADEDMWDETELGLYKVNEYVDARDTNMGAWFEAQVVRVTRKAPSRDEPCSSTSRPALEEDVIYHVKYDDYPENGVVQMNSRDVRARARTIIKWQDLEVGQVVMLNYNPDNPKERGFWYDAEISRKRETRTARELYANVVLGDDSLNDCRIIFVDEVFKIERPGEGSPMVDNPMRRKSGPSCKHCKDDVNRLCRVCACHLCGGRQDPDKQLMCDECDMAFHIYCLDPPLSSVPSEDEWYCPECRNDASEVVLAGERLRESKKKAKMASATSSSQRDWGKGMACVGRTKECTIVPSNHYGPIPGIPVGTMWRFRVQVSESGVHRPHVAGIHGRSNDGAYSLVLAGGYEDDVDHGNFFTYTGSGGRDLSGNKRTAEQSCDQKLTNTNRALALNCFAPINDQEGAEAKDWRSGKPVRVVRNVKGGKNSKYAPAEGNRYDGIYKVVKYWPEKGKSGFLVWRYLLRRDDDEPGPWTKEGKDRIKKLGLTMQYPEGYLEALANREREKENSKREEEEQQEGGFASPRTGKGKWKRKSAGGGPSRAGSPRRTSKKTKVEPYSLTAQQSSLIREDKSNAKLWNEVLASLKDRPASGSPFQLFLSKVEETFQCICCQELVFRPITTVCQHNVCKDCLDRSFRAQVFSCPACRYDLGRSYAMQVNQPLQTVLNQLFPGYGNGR
rCAG binder = molecules binding r(CAG) RNA repeats; r(CAG) RNA repeat, TO-PRO-1 dye displacement fluorescence; inhibition, % at 3 µM; 370,000 tested, 1.3% active;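 active = inhibition above the plate cutoff, the mean of all test compounds on that plate plus 3 SD, cut at about 35% in these data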;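 note: 0% = DMSO alone and 100% = 100 µM mitoxantrone as full dye displacement; higher means more dye released from RNA so lower well fluorescence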
LEDGF integ inh = blocks HIV-1 LEDGF/p75-dependent DNA integration; TR-FRET IN-LEDGF/p75 DNA integration, Eu/Cy5; inhibition, % at 3.7 µM; 370,000 tested, 0.64% active;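 active = inhibition above the screen-wide mean plus 3 SD, cut at about 13% in these data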;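 note: signal is the Cy5 over europium emission ratio at 671 and 618 nm; 0% = plate median of compound wells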
ABHD4 inh = inhibits mouse alpha/beta hydrolase domain 4; Q8VD66; purified mABHD4, FP-Rh probe fluorescence polarization; inhibition, % at 8.92 µM; 370,000 tested, 0.54% active;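 active = inhibition exceeding the mean over every tested compound plus 3 SD, cut at about 30% in these data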;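 note: 0% = plate median of compound wells and 100% = S159A mutant with DMSO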
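Material: mouse ABHD4 enzyme, wild type; Benchmarks: S159A mutant high control, sample median low control; Buffer or medium: HEPES pH 7.0, NaCl, Pluronic buffer; Signal: fluorescence polarization; Read-out: percent inhibition of probe binding, normalized to plate controls; Timing: pre-incubation 45 min, probe exposure 60 min, at 25 °C; Dosing: 8.92 µM, single dose.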
MBD2 inh = blocks human MBD2 binding to methylated DNA; Q9UBB5; TR-FRET, MBD2 binding to methylated oligonucleotide; inhibition, % at 4.4 µM; 370,000 tested, 0.31% active; in the data active = inhibition above about 13%
TCR CD3 inh = inhibitors of human TCR-CD3 interaction | TAMRA-labeled TCR probe fluorescence, biochemical | inhibition, % at 9.4 µM | 360,000 tested, 0.37% active; in the data active = inhibition above about 19%;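 note: recombinant mutant TCR 2C K166C tagged with TAMRA read by polarization; 0% = receptor in buffer alone and 100% = receptor with positive control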
Active calls of the source: *; · = not tested or not shown.

Results follow in this order: PG9 Ab binder	HTRA1 inhibitor	Rev-erbA mod	PRMT1 inh	UHRF1 MBD2 ctr	rCAG binder	LEDGF integ inh	ABHD4 inh	MBD2 inh	TCR CD3 inh
1	Cc1c(C(=O)N/N=C/c2ccc(O)cc2)sc(=S)n1C
 : -1.6	-4	15	7	-3	6	-1	3	-1	-1
2	Cc1ccc(NC(=O)c2ccc3nc[nH]c3c2)cc1C
 : 0.3	-6	1	0	1	2	3	1	-5	1
3	CCOC(=O)CC1COc2ccccc2N1C(=O)c1ccc(C)cc1 (configuration not stated)
 : -0.7	1	4	-1	0	-4	2	-3	0	3
4	CS(=O)(=O)N(CC(=O)NC1CCCCC1)c1cccc(Cl)c1
 : 2.2	0	-2	2	4	-1	-3	-2	-1	-2
5	COc1ccc2[nH]c(C(=O)O)c(CCNC(=O)/C=C/c3ccc(O)c(OC)c3)c2c1
 : -1.7	7	2	1	-1	15	-1	13	-3	5
6	CN(C)C(CNC(=O)c1cccc(NS(=O)(=O)c2ccc(Br)cc2)c1)c1ccco1 (configuration not stated)
 : 0.3	1	2	-1	1	7	4	-6	0	-5
7	c1ccc(CSc2nnc(Cc3ccccc3)o2)cc1
 : -0.3	-2	3	4	4	-5	1	3	-2	-3
8	CCOc1ccc(CN2CCN(Cc3cnc(N4CCOCC4)s3)CC2CCO)cc1 (configuration not stated)
 : -1.4	1	5	0	-2	-10	-1	-3	2	-1
9	CC(=O)N1CCN(Cc2nc3cc(NC(=O)c4cccs4)ccc3n2C)CC1
 : 1.1	-7	5	1	-1	2	0	-2	0	2
10	COc1ccccc1/C=N/NC(=O)CC(=O)NC1CCCCC1
 : 1.6	-2	-1	-5	1	-5	0	-4	-2	-4
11	Brc1ccc(Oc2ncc(CN3CCN(c4ccccc4)CC3)s2)cc1
 : 2.9	-7	3	1	2	-6	-4	0	2	-7
12	Cc1nn(C)cc1/C=N\NC(=O)c1ccc(Cn2cc(Cl)cn2)cc1
 : -1.4	-6	-2	-1	-2	-4	0	0	0	6
13	Cc1ccccc1OCC(=O)NCC(c1cccs1)N1CCOCC1 (configuration not stated)
 : -1.4	-6	-1	-1	2	-6	-1	7	4	-3
14	O=C(N/N=C/c1ccccn1)c1c[nH]c2ccccc12
 : -1.2	6	1	12	3	0	-1	-10	3	-10
15	FC(F)(F)c1ccc(-n2cnc3ccccc32)nc1
 : 3.0	1	5	-2	-4	-5	-5	2	-6	-1
16	CCc1nc(SCc2ccc([N+](=O)[O-])cc2)n[nH]1
 : 1.1	-6	3	0	-2	-1	-1	1	-7	-2
17	CCc1noc(C)c1C(=O)NNC(=O)COc1ccc(Br)cc1
 : -1.0	5	-4	0	-1	1	2	2	-3	1
18	Cn1nc(-c2ccc(C(=O)NC3CCCCC3)cc2)c2ccccc2c1=O
 : -1.6	4	1	5	0	-2	1	-5	-3	9
19	COc1cccc(Cn2nnc(C(=O)NCc3ccc4c(c3)OCO4)c2N)c1
 : -4.3	-4	4	0	1	-2	-1	-2	6	4
20	COC(=O)[C@]12C[C@H](CC(=O)NCc3cccs3)C(=O)N(CCC3=CCCCC3)C1=C[C@H](C1CCCC1)O[C@@H]2C
 : ·	·	2	0	0	2	4	-4	2	·
21	COC(=O)c1ccc(Nc2cc(C)nc3nc(C)nn23)cc1
 : -2.5	2	-3	7	3	1	0	-1	5	-5
22	CCOC(=O)C1(Cc2ccccc2)CCN(Cc2ccc(C(F)(F)F)cc2)CC1
 : ·	·	0	-4	1	0	-1	1	2	·
23	O=C(Nc1ccc(NC(=O)C2CC2)nc1)c1ccncc1
 : -1.1	4	-4	0	-1	0	3	4	-4	7
24	CC(C)CC(C(=O)O)N1C(=O)[C@@H]2[C@H](C1=O)[C@@H]1C[C@H]2C(Br)C1Br (some centres not stated)
 : 2.0	0	-3	1	2	3	3	-18	-3	-14
25	O=C(CCCCC(=O)NNC(=O)COc1ccccc1)NNC(=O)COc1ccccc1
 : -1.7	4	4	-2	-2	0	0	-6	2	3
26	CCCCN(C)CCNC(=O)CCn1nc(-c2ccc(C)cc2)ccc1=O
 : -3.2	4	0	-2	15	-8	2	-5	5	6
27	Cc1ccc(C)c(OCCC(=O)OCC(=O)NC2CCCC2)c1
 : 1.5	-3	-2	8	4	-5	0	-13	1	-7
28	CC1=C(C(=O)N2CCOCC2)CC(CC(=O)NCCN2CCOCC2)C(=O)N1Cc1ccc(C(C)(C)C)cc1 (configuration not stated)
 : 0.2	9	-7	-4	-3	1	5	2	2	5
29	O=C(CSc1nnc(-c2cccnc2)n1Cc1ccco1)c1ccc2ccccc2c1
 : 0.1	-32	-5	2	-4	11	3	-4	-5	5
30	c1cncc(CNc2ncnc3sc4c(c23)CCC4)c1
 : 0.1	2	-5	-4	2	-2	1	4	4	1
31	CCC(C)(C)NC(=O)/C=C/c1cnc2ccccc2n1
 : -2.2	-3	1	5	-1	4	0	4	-4	0
32	CCC(=O)Nc1ccc(S(=O)(=O)NC[C@H]2O[C@@H](n3cnc4c(=O)[nH]c(N)nc43)[C@H](O)[C@@H]2O)cc1
 : -0.1	·	5	5	3	-1	-1	-12	6	-9
33	Clc1ccc(-c2nn3cnnc3s2)c(Cl)c1
 : -1.2	2	-9	4	-6	0	-2	-4	0	-3
34	CSc1cccc(NC(=O)C(C)NS(=O)(=O)c2ccc(F)cc2)c1 (configuration not stated)
 : 0.9	-4	1	5	0	3	1	1	5	-5
35	CCCc1c(C)nc2ccc(OC)cc2c1SCCC(=O)O
 : 2.2	-8	5	1	-2	4	-2	19	-6	4
36	COc1ccc(Cl)cc1NC(=O)CN(C)C(=O)/C=C/c1ccco1
 : 1.0	-10	8	2	0	10	-7	1	3	-12
37	C/C(=N/NC(=O)c1nnn(-c2nonc2N)c1-c1ccccc1)c1ccc2c(c1)OCO2
 : 1.0	-16	4	4	2	3	-5	2	-1	-6
38	CCN(CC)CCOC(=O)c1c(C)n(C)c2ccc(OC)cc12
 : 0.5	-2	0	-3	4	-1	1	5	5	3
39	COc1cnn(-c2ccccc2)c(=O)c1SCc1ccc(Cl)c(Cl)c1
 : -1.1	-15	5	-3	-4	-5	-2	-22	0	4
40	COC(=O)Cc1coc2cc(OC)ccc12
 : 0.6	2	-2	2	-1	2	-1	7	-1	-2
41	O=S(=O)(NCc1ccccc1)c1ccccc1NCc1ccc(Cl)cc1
 : 0.7	-25	9	-1	1	4	-3	-21	3	2
42	O=C(CCC(=O)N1CCN(S(=O)(=O)c2ccc(Cl)cc2)CC1)NCc1cccc(C(F)(F)F)c1
 : -2.5	7	-2	-4	-1	-2	5	-1	3	10
43	Cc1cccc(-c2noc(CN(C(C)C)S(=O)(=O)c3ccc(F)cc3)n2)c1
 : -2.9	-25	-1	-1	0	-5	0	-11	1	9
44	COc1ccc(CN(C)Cc2c(O)ccc3ccccc23)cc1
 : -1.9	1	3	8	1	3	-4	-6	3	-7
45	CCOC(=O)C(=CNc1cc(C(F)(F)F)ccc1N1CCOCC1)C(=O)OCC
 : -4.8	3	1	-5	-1	-5	6	0	-9	-1
46	Cc1csc(NC(=O)C2CCCO2)n1 (configuration not stated)
 : 2.2	13	4	1	7	2	8	-6	8	-4
47	Cc1cc(C(=O)COc2ccc(Cl)cc2Br)c(C)n1C
 : 0.6	-22	0	2	1	-3	3	-5	2	-1
48	COc1ccccc1CC(NC(C)=O)C(=O)NC1CCN(C(=O)Nc2cccc(F)c2)CC1 (configuration not stated)
 : 1.9	-3	1	0	-3	-1	1	-5	0	2
49	C=CCNc1nc(N2CCCCC2)c(C#N)c2c1CN(Cc1ccccc1)CC2
 : -0.7	-9	-1	3	-5	1	-4	11	-2	-4
50	CC1CCN(CCCNC(=O)c2cc3sccc3n2C)CC1
 : -1.4	-5	-2	-2	2	1	2	-7	-1	10
51	COc1ccc(OC)c(CCNC(=O)CC2(CC3=NS(=O)(=O)c4ccccc4N3)CCCC2)c1
 : 2.6	-10	1	3	1	5	-2	4	-2	4
52	CC1CCCN(C(=O)COC(=O)c2cc(-c3cccs3)nn2-c2ccccc2)C1 (configuration not stated)
 : -1.5	-11	11	-3	0	1	1	2	0	0
53	Cc1sc(N2C(=O)C3C(C2=O)[C@H]2C=C[C@@H]3C2)c(C#N)c1C (some centres not stated)
 : -2.5	7	5	3	0	1	-2	12	4	4
54	CSCC[C@H](NC(=O)c1cccc([N+](=O)[O-])c1C)c1nc2ccccc2[nH]1
 : -0.2	-3	-6	-3	-3	1	0	3	1	2
55	CCc1n[nH]c(=S)n1N=C1CCC(C)CC1 (configuration not stated)
 : -2.1	-4	-1	0	-4	0	3	-3	-6	4
56	Cc1ccc(-n2c(C)cc(=O)cc2C)c(C)c1
 : 0.8	1	-1	3	0	2	3	-2	-2	4
57	COCCCNc1nc2nonc2nc1N1CCC(C(C)N2CCOCC2)CC1 (configuration not stated)
 : -2.5	3	3	0	-1	-7	0	3	-8	4
58	CCOC(=O)C1CCN(Cc2ccc(F)cc2F)CC1
 : 0.8	3	-4	-1	4	-6	-2	12	3	0
59	COc1cc(NC(=O)c2cccs2)ccc1NC(=O)c1ccco1
 : 1.1	-15	-6	5	2	8	-4	-18	5	-4
60	COc1cc(NC(=O)c2cc(-c3ccc(F)cc3OC(C)C)n[nH]2)cc(OC)c1OC
 : 1.9	·	2	-2	2	1	1	-8	3	0

Retrieved by structure from above (two):
Results follow in this order: PG9 Ab binder	HTRA1 inhibitor	Rev-erbA mod	PRMT1 inh	UHRF1 MBD2 ctr	rCAG binder	LEDGF integ inh	ABHD4 inh	MBD2 inh	TCR CD3 inh
48	COc1ccccc1CC(NC(C)=O)C(=O)NC1CCN(C(=O)Nc2cccc(F)c2)CC1 (configuration not stated)
 : 1.9	-3	1	0	-3	-1	1	-5	0	2
50	CC1CCN(CCCNC(=O)c2cc3sccc3n2C)CC1
 : -1.4	-5	-2	-2	2	1	2	-7	-1	10

This is a subset; rates above refer to the full screens.
